Compound activity (PubChem)
D2 agonist = D2 dopamine receptor (human) agonism | P14416 | HEK293 T-REx D2 cells, calcium flux agonist mode | activation, % at 2 µM | 0.53% of 340,000 active | AID 485358;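 active = activation over 3 SD above normal in the single-dose calcium agonist read, cut at about 30% in these data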; note: 0% is about no effect
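Tetracycline-induced HEK293 Trex cells with D2 receptor force-coupled to calcium signaling, plated overnight at 30 C and loaded with no-wash calcium dye. Calcium flux read kinetically for 180 s after compound addition; responses flag agonists.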
D2 antagonist = D2 dopamine receptor (human) antagonism | HEK293 TREx D2 cells, calcium flux, dopamine EC80 | 2% of 340,000 active | inhibition, % at 10 µM | P14416; in the data active = inhibition above about 30%; note: 0% is about no effect
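Tetracycline-induced HEK293 TREx cells expressing D2 receptor forced-coupled to calcium signalling, loaded with no-wash calcium dye. Compounds added and calcium flux read 180 s, then dopamine added at EC80 and read a further 180 s.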
IDH1 R132H inh = blocks human mutant IDH1 R132H enzyme; IDH1-R132H enzyme, NADPH consumption, diaphorase/resazurin fluorescence; O75874; Potency, µM (highest dose often 76.6 µM), for the others: at the top dose activity change, negative = inhibition, most hits filed as inhibitors; 0.093% of 390,000 active; note: potency is the fitted concentration of half-maximal effect; % is set by controls: 0 for no effect and ±100 for the full control effect; nearly all actives have a fitted effect of over 65% in size
Target sequence (O75874 whole entry R132H, stated change not applied): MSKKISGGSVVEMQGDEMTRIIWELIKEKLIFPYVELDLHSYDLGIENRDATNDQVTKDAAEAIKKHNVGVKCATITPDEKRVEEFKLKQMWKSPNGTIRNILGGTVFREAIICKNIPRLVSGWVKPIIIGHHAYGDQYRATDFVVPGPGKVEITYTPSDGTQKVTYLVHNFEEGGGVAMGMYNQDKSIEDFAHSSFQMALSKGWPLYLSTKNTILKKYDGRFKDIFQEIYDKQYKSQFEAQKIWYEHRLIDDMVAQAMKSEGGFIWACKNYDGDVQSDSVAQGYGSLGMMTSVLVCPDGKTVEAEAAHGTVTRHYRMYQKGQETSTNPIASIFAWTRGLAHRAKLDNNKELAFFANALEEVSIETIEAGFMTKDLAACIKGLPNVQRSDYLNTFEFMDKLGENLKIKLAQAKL
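IDH1-R132H (0.5 ug/mL dispensed) in pH 7.5 Tris buffer was preincubated 30 min with compound, then given a substrate mix of 0.016 mM NADPH and 2 mM alpha-KG for 80 min at room temperature; remaining NADPH was read by diaphorase/resazurin fluorescence.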
TrxR1 substrate = substrates of rat thioredoxin reductase 1; O89049; purified TrxR1 substrate turnover, NADPH consumption readout; Potency, µM (titrated, usually from 114 µM), for the others: at the top dose activity change, negative = substrate turnover; 0.01% of 390,000 active; AID 588456; note: potency is the fitted concentration of half-maximal effect; % is set by controls: 0 for no effect and ±100 for the full control effect; nearly all actives have a fitted effect of over 50% in size
Target sequence (O89049 whole entry, looked up): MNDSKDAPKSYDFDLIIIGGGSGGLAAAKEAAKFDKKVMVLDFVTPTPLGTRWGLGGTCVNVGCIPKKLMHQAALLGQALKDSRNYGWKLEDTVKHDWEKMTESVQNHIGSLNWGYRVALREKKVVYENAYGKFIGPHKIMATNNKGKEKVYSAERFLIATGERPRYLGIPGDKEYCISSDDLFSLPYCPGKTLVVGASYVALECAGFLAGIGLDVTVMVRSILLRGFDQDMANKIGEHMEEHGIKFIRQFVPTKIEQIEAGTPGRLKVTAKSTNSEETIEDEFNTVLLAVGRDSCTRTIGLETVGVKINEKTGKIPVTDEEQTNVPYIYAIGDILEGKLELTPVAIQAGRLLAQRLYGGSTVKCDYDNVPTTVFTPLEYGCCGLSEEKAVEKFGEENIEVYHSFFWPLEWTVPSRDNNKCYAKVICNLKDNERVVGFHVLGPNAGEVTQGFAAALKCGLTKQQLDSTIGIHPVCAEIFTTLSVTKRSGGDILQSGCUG
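Rat TrxR1, dispensed at 90 nM, was prereduced with 400 uM NADPH (final) for 5 min at ~22 deg C, then incubated with compound 15 min before 400 uM selenite. A first-read NADPH fluorescence drop versus no-compound background flagged substrates.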
USP1 inh = USP1/UAF1 (human) deubiquitinase inhibition | recombinant USP1/UAF1, Ub-Rhodamine cleavage fluorescence | O94782 | Potency, µM (series often up to 57.1 µM), for the others: at the top dose activity change, negative = inhibition, usual class: inhibitors | 0.23% of 390,000 active | AID 743255; note: potency is the fitted concentration of half-maximal effect; % is set by controls: 0 for no effect and ±100 for the full control effect; nearly all actives have a fitted effect of over 60% in size; inactives centre near -12
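High-throughput fluorogenic screen: 1nM USP1/UAF1 complex, Ub-Rho substrate 150nM final, 50mM HEPES pH 7.8 with 0.5mM EDTA, 0.1 mg/ml BSA, 1mM TCEP and 0.01% Tween-20.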
TRHR PAM = TRH receptor (human) allosteric enhancement | TRHR cells, fluo-8 calcium fluorescence, EC20 TRH enhancement | enhancement, % at 2 µM | 0.66% of 360,000 active; in the data active = enhancement above about 30%; note: 0% is about no effect
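TRHR-expressing cells loaded with fluo-8 calcium dye were read kinetically (ex 480/em 530) during compound addition, then stimulated with an EC20 of TRH (10 nM final). Enhancement of the Gq-mediated intracellular calcium response was scored.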
rTrxR1 inhibitor = inhibitors of rat thioredoxin reductase 1. 1% of 390,000 active. recombinant rTrxR1, NADPH fluorescence consumption, selenite substrate. Potency, µM (titrated, usually from 114 µM), for inactives: at the highest dose activity change, negative = inhibition, usual class: inhibitors; note: potency is the fitted concentration of half-maximal effect; % is set by controls: 0 for no effect and ±100 for the full control effect; nearly all actives have a fitted effect of over 65% in size
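Rat TrxR1 (90 nM in the dispensed reagent) was pre-reduced with 400 uM NADPH for 5 min at room temperature, then incubated with compound for 15 min. After 400 uM selenite was added, NADPH fluorescence (Ex 340/Em 450 nm) was followed for 8 min.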
Pin1 inhibitor = inhibitors of human Pin1 | Pin1 FP peptide displacement, HiFluor488, 10 min | Potency, µM (titrated, usually from 115 µM), inactives show top-dose activity, negative = inhibition, actives largely listed as inhibitors | 0.009% of 390,000 active; active = well fitted inhibition curve with a large enough effect in the polarisation, with a control signal flat, not every such curve was filed as active; inconclusive = small, poorly fitted or top-dose-only effect, or effect the other way, or a change in a side signal; inactive = no such curve, though single readings can be large or run the other way; the % refers to the polarisation; note: potency is the fitted concentration of half-maximal effect; % is set by controls: 0 for no effect and ±100 for the full control effect
Target sequence (Q13526 whole entry, looked up): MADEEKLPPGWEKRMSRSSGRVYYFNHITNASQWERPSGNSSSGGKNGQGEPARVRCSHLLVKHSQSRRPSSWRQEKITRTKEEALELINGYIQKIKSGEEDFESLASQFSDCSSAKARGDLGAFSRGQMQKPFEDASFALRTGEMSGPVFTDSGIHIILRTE
TRHR agonist = agonists of human TRH receptor; P34981; TRHR cells, calcium flux fluo-8, FDSS agonist mode; activation, % at 2 µM; 0.18% of 360,000 active; AID 493084; in the data active = activation above about 30%; note: 0% is about no effect
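Steps: seed TRHR cells overnight; add fluo-8 no-wash Ca dye, RT 30 min–1.5 h; record 10 s baseline; pin-transfer compounds; monitor fluorescence 1 cycle/s for the agonist window. Calcium increases flag candidate agonists.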
The depositor's hits bear a star; ? = inconclusive; . = not tested or not shown; & = joins results of further samples; [ ] = dose if it differs, or a comment. Unless noted, calls come from the whole dose curve; as a rule, active = well fitted inhibition curve with a large enough effect; inconclusive = small, poorly fitted or top-dose-only effect; inactive = no such curve, though single readings can be large or run the other way.

SMILES	D2 agonist	D2 antagonist	IDH1 R132H inh	TrxR1 substrate	USP1 inh	TRHR PAM	rTrxR1 inhibitor	Pin1 inhibitor	TRHR agonist
CCc1c(C)nc2ncnn2c1NCCc1ccc(OC)c(OC)c1	0.8	-6	5%	4%	9%	-3	11%	-4%	0.6
O=C(Nc1ccccc1)c1cc(S(=O)(=O)N2CCSCC2)ccc1Cl	0.2	1	0%	1%	-11%	2	1%	1%	-0.5
Cc1ccc(OCCNC(=O)c2cc(=O)[nH]c3ccccc23)cc1	.	.	-2%	-1%	-23%	-1	-3%	-3%	-0.3
COc1ccc(-c2[nH]ncc2CN2CCN(Cc3cccs3)CC2)cc1F	0.7	-15	1%	5%	-23%	-1	19%	-1%	1.4
Cc1ccc(C)c(S(=O)(=O)N2CCN(C(=O)C3CC3C)CC2)c1 (centres undefined)	.	.	2%	-9%	-10%	-4	-11%	0%	-0.4
COc1ccc(CCN2C(=O)NC(NC(=O)CCc3ccccc3)(C(F)(F)F)C2=O)cc1OC (centres undefined)	.	.	-1%	-11%	-14%	-1	-4%	-3%	0.2
CN(Cc1ccccc1Cl)C(=O)CNC(=O)C12CC3CC(CC(C3)C1)C2	.	.	-7%	2%	-26%	.	22%	-4%	.
COC(=O)CC1C(=O)NCCN1C(=O)Nc1ccc(Cl)cc1 (centres undefined)	-0.8	-4	0%	1%	-22%	-3	14%	-3%	0.7
COC(=O)CCC(=O)COc1ccc(OC)cc1C#N	-0.1	-2	4%	9%[57.1 µM]	2%	-6	3%[57.1 µM]	-5%	0.6
CCOc1ncccc1C(=O)NCCc1ccc(Cl)cc1	-0.2	2	2%	14%[57.1 µM]	-19%	5	13%[57.1 µM]	3%	-0.9
CC(C)OC(=O)/C(=C\c1ccc2c(c1)c1ccccc1n2C)NC(=O)c1ccccc1	.	.	4%	8%	-13%	.	-2%	15%	.
Cc1ccnc(Nc2nc(-c3ccc(O)c(O)c3)cs2)c1	3.7	11	0%	-15%	-7%	24	-12%	?	-3.2
O=C(NC1CC1)c1cc2cc3ccccc3nc2s1	.	.	0%	0%	-16%	0	17%	4%	-0.1
CCN(CC)S(=O)(=O)c1ccc2c(c1)N(CC(=O)N1CCN(c3ccccc3F)CC1)C(=O)CO2	-1.0	.	-7%	-1%	-12%	12	7%	-5%	-1.6
CCOC(=O)C1=CN(Cc2ccco2)S(=O)(=O)N(CC)C1c1ccc(F)c(Cl)c1 (centres undefined)	.	.	2%[38.3 µM]	-5%	-14%	.	?	18%	.
CC(C)(C)NC(=O)NC(=O)COC(=O)Cn1cnc2ccccc2c1=O	0.8	12	-7%	-3%	-17%	3	20%	5%	0.2
CCOC(=O)Cc1ccc(NC(=O)c2ccc(C(C)(C)C)cc2)cc1	0.5	4	8%	-4%	-32%	2	-3%	4%	-0.2
Cc1nc2ccccc2c(=O)n1N(c1ccccc1)c1ccccc1	0.6	-6	0%	1%	-12%	-4	9%	-3%	0.4
Oc1ccc2ccccc2c1N=Nc1ccc(F)cc1	1.5&-0.1	1&7	-7%	-3%	-6%	-2&-3	5%	9%	0.8&0.0
CCCc1nc2ccccc2c(C(=O)O)c1CC	0.6	6	6%	7%[11.4 µM]	-3%	12	27%[11.4 µM]	1%	0.5
COc1ccc(NS(=O)(=O)c2cc(NC(=O)c3ccc(C)o3)ccc2N2CCCCC2)cc1	6.7	4	3%	-17%	-9%	6	-6%	10%	0.3
NC(N)=N/N=C/c1cc([N+](=O)[O-])ccc1O	-1.6	-2	3%	-17%	-10%	7	-16%	2%	-0.3
Cc1ccc(N2CC(NC(=O)C(=O)c3c[nH]c4ccccc34)CC2=O)cc1C (centres undefined)	0.1	11	4%	1%	-12%	-10	6%	2%	-0.1
CC(CN1CCCC1)OC(=O)Cc1ccc(Cl)cc1 (centres undefined)	0.4	-2	1%	-11%	1%	-4	6%[57.1 µM]	-2%	-0.3
O=C(CCCc1c[nH]c2ccccc12)NCc1ccccc1F	-0.8	1	-4%	-1%	-9%	0	16%	-8%	-1.5
(listing goes on)
SMILES	D2 agonist	D2 antagonist	IDH1 R132H inh	TrxR1 substrate	USP1 inh	TRHR PAM	rTrxR1 inhibitor	Pin1 inhibitor	TRHR agonist
CN(c1ccccc1)S(=O)(=O)c1cccc(NC(=O)c2cc3ccccc3oc2=O)c1	-1.3	-6	20%	0%	-5%	5	18%	-6%	-0.3
CCn1c(=O)c(=O)[nH]c2c(=O)oc3ccc(S(=O)(=O)Nc4ccc(OC)cc4)cc3c21	-0.1	12	-6%	3%[0.0914 µM]	-11%	-5	?	?	-1.3
COc1cc2c(cc1OC)C(C)N(C(=O)c1sccc1C)CC2 (centres undefined)	.	.	7%	1%[57.1 µM]	-15%	-4	28%[57.1 µM]	8%	-0.6
C[C@@H]1NC(=O)[C@H](CCCN=C(N)N)NC(=O)c2cc([N+](=O)[O-])cc(I)c2OCC[C@@H](C(N)=O)NC1=O	-1.1	32*	.	.	.	0	.	.	-0.7
Cc1sc2nc3ccc(NCc4ccco4)nn3c(=O)c2c1C	-0.2	-5	-3%	22%[57.1 µM]	-7%	-4	-53%	28%	-1.2
O=C(NC1C=CS(=O)(=O)C1)c1sc2ccccc2c1Cl (centres undefined)	-0.1	0	4%	4%	-3%	-2	15%	-16%	0.5
CN(C)CCCNC(=O)CCc1ncc(C(F)(F)F)cc1Cl	0.7	-9	-8%	-1%[57.1 µM]	-5%	-8	1%[57.1 µM]	-7%	0.0
CNc1snc(C)c1C(=O)OC(C)C(=O)c1ccc(F)cc1 (centres undefined)	0.1	-4	-4%	-3%	-14%	0	-1%	29%	-0.1
Cc1ccc(C2=Nc3ccccc3N=C(C(Cl)Cl)C2)cc1	0.0	-2	4%	1%	-20%	0	?	3%	0.9
COc1ccc(S(=O)(=O)N2CCc3ccccc32)cc1C(=O)N(CC(C)C)C1CCS(=O)(=O)C1 (centres undefined)	0.1	-1	8%	-9%	-20%	15	3%	2%	-1.3
COCCC1CCCCN1C(=O)c1cc(COc2ccc(-n3cncn3)cc2)on1 (centres undefined)	-1.4	21	-2%	-5%[57.1 µM]	2%	-4	-16%[57.1 µM]	-2%	0.3
CCOc1cc(/C=C2/C(=O)ON=C2C)cc(Br)c1O	1.4	9	-10%	-7%[57.1 µM]	-21%	-1	?	9%	0.2
CCN(CC)CCN1C(=O)C(O)=C(C(=O)c2cc3cccc(OC)c3o2)C1c1ccc(F)cc1 (centres undefined)	2.6	9	1%	9%[11.4 µM]	4%	1	26%[11.4 µM]	1%	0.1
O=C(CSc1nncn1-c1ccccc1)NC1CCCC1	.	.	2%	7%	-17%	2	22%	-4%	0.2
Cc1ccccc1-n1c(SC(C)C(=O)N2CCN(C)CC2)nc2ccccc2c1=O (centres undefined)	-1.6	17	10%	8%	-14%	-9	12%	2%	0.1
COc1cc(/C=N/N(C)S(=O)(=O)c2ccc(C)cc2)cc([N+](=O)[O-])c1O	1.6	2	-3%	-9%	-27%	0	4%	0%	-0.5
CCOc1ccccc1N1CC(C(=O)N2CCOCC2)CC1=O (centres undefined)	1.2	7	1%	-7%[57.1 µM]	-2%	-6	-15%[57.1 µM]	3%	1.9
Cc1cccc(C)c1NC(=S)N(CCN(C)C)Cc1cccs1	-0.3	-7	17%	7%[57.1 µM]	-6%	-4	12%[57.1 µM]	3%	0.6
O=C(CN1CCN(C(=O)c2ccco2)CC1)Nc1ccc(F)cc1F	-1.1	-20	3%	4%	-14%	4	17%	-1%	-2.5
CCO[C@H]1OC(C(=O)NC2CC2)=C[C@@H](c2ccc3c(c2)OCO3)[C@@H]1CCCO	1.0	-1	-13%	10%[57.1 µM]	-15%	0	20%[57.1 µM]	?	-0.4
O=S(=O)(Nc1nc2ccccc2nc1Cl)c1ccc2ccccc2c1	0.4	-3	2%	-5%	-16%	-10	-23%	-10%	0.4
COc1cc(OC)c(C(=O)CCCN2CCCC2)c(OC)c1	0.4	7	-4%	9%	-16%	3	33%	-2%	0.5
CCOC(=O)c1c(NC(=S)NCC2CCCO2)sc(C)c1C (centres undefined)	0.2	-23	13%	-4%[57.1 µM]	-31%	1	-14%[57.1 µM]	-9%	0.0
CCc1ccc(NC(=O)c2cc(-c3cccs3)on2)cc1	0.5&0.2	16	-7%	-1%&10%	-6%&-19%	21&-3	-3%&15%	-3%&1%	0.3&-1.1
Cc1nc2ccccn2c1/C(O)=C1\C(=O)C(=O)N(CCCn2ccnc2)C1c1ccncc1 (centres undefined)	-0.1	4	12%	-10%	-20%	-3	?	?	-0.6
O=C1OC2(CCCCC2)OC(=O)C1=CNc1nccs1	-0.5	-1	-2%	-3%[11.4 µM]	-5%	-1	-5%[11.4 µM]	-4%	0.1
COC(=O)CNC(=O)c1cccs1	0.5	66*	2%	-1%	7%	-16	0%	8%	0.2
CCCc1cc(=O)oc2cc(OCC(=O)N3CCc4ccccc43)ccc12	-0.4	-3	5%	10%	-11%	1	8%	1%	-0.1

3 entries out of the list, ordered by formula weight, low to high:
SMILES	D2 agonist	D2 antagonist	IDH1 R132H inh	TrxR1 substrate	USP1 inh	TRHR PAM	rTrxR1 inhibitor	Pin1 inhibitor	TRHR agonist
CCc1ccc(NC(=O)c2cc(-c3cccs3)on2)cc1	0.5&0.2	16	-7%	-1%&10%	-6%&-19%	21&-3	-3%&15%	-3%&1%	0.3&-1.1
CCOc1ccccc1N1CC(C(=O)N2CCOCC2)CC1=O (centres undefined)	1.2	7	1%	-7%[57.1 µM]	-2%	-6	-15%[57.1 µM]	3%	1.9
Cc1cccc(C)c1NC(=S)N(CCN(C)C)Cc1cccs1	-0.3	-7	17%	7%[57.1 µM]	-6%	-4	12%[57.1 µM]	3%	0.6

This is a subset; rates above refer to the full screens.
